Source: PubChem BioAssay (several laboratories)
KKLEB tox = cytotoxicity in KKLEB CF airway cells, primary screen, cytotoxicity control for CF NF-kB inhibitor project, cell-based, uHTS, fluorescence assay plates | KKLEB CF airway cells viability, ATPlite luminescence, overnight; stronger effect = lower value; cells stimulated with P. aeruginosa culture filtrate | activity change (cytotoxicity), % at 5 µM | 0.36% of 360,000 active;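 active = corrected activity change at or below -50% at 5 µM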
Peg3 promoter = Peg3 promoter-driven luciferase inhibitors, primary screen, cell-based, HeLa, luciferase luminescence; HeLa PEG-Prom luciferase reporter, overnight; inhibition, % at 20 µM; 1.7% of 360,000 active;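 active = inhibition of at least 50% at 20 µM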
hiPSC survival = enhancers of single-cell hiPSC survival, primary screen, ATPlite luminescence; 100% = ROCK inhibitor wells, 0% = DMSO; survival enhancement, % at 20 µM; 0.044% of 360,000 active; AID 602274, 2012; in the data active = survival enhancement above about 18%;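 also: cells exposed to compounds for 16 hours before the ATP read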
EBV LMP1 NFkB = EBV LMP1-driven NF-kappaB luciferase reporter inhibitors, primary screen, cell-based, luminescence, single point | 0.69% of 350,000 active | AID 504558, 2011 | LMP1-induced NF-kappaB luciferase reporter cells | inhibition, % at 12.5 µM; in the data active = inhibition above about 41%; inconclusive = no clear call, values can overlap the other calls;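 also: 0% = neutral control wells and 100% = reference inhibitor control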
TRAIL sens C8 = viability loss with TRAIL in NB7+C8 cells, primary screen, TRAIL sensitizer project, cell-based, ATPlite luminescence; inhibition (viability loss, TRAIL sensitization), % at 10 µM; 1% of 360,000 active;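 active = compounds causing at least 50% loss of cell viability in the single-dose screen, relative to plate controls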
NR2E3 ag-1 = NR2E3 agonists in two-hybrid cells, primary screen, cell-based, luminescence, CHO-S, Gal4-NCOR/VP16-NR2E3; Photoreceptor-specific nuclear receptor (Homo sapiens), Q9Y5X4; luciferase; inhibition of corepressor binding, % at 3.98 µM; 0.35% of 360,000 active; AID 602229, 2012;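 active = inhibition above the mean of all tested compounds plus 3 SD, cut at about 70% in these data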;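 also: 0% = DMSO with NR2E3 transfected cells and 100% = cells lacking NR2E3 construct; higher means lower luciferase signal from less NR2E3 corepressor binding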
Target sequence (Q9Y5X4 whole entry, looked up, the tested form may be a part): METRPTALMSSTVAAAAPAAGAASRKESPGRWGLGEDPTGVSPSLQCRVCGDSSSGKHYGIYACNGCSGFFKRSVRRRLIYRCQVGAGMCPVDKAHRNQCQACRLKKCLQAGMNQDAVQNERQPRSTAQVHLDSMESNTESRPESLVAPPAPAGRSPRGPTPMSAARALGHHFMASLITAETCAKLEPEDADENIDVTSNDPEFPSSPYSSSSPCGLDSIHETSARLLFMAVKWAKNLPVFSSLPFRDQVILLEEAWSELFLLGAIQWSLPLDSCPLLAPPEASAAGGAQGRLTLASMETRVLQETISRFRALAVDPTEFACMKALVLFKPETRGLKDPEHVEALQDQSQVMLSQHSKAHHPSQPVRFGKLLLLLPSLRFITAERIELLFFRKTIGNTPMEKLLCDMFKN
Shn3 3UTR inh = reduction of Shn3 3'UTR firefly luciferase signal, primary screen, Schnurri-3 inhibitor project, cell-based, Clone20 osteoblasts, set 2 | inhibition, % at 12.5 µM | Clone20 osteoblast Shn3 3'UTR firefly luciferase, 24 h | AID 588674, 2011 | 0.52% of 360,000 active;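 active = mean inhibition of at least 75% with every replicate also reaching 75%; inconclusive = mean inhibition at least 75% but some replicate below; inactive = mean inhibition below 75%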;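 also: 0% = median of neutral control wells and 100% = pilot-screen positive control compound; some compounds past the cut are filed as inactive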
CF NFkB block = inhibitors of PAF-induced NF-kB signaling, primary screen, cell-based, GFP fluorescence, uHTS | KKLEB NF-kB-GFP reporter, GFP fluorescence overnight | inhibition, % at 5 µM | 0.86% of 360,000 active;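 active = at least 50% inhibition at 5 µM, scaled per plate between neutral and stimulator controls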;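 also: PAF is a Pseudomonas aeruginosa culture filtrate used as stimulus; plate controls were PAF-stimulated DMSO wells for no effect and unstimulated DMSO wells for full effect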
MITF TRPM1 inh = inhibitors of MITF-dependent TRPM1 promoter reporter, primary screen, cell-based, SK-MEL-5, single point, luciferase | SK-MEL-5 TRPM1 promoter luciferase, 24 h | inhibition, % at 12.5 µM | 0.83% of 330,000 active;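 active = mean inhibition across replicates of 60% or more, whatever share of single replicates reaches that level; inconclusive = some that reach 60%, reason not given; inactive = mean inhibition across replicates below 60%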; also: values of inactives mirror those of a sister screen read the other way
NR2E3 ag-2 = inhibitors of NR2E3-RetCOR corepressor binding, primary screen, NR2E3 agonist project, biochemical, TR-FRET, GST-NR2E3, biotin-RetCOR. Photoreceptor-specific nuclear receptor (Homo sapiens), Q9Y5X4. 1536-well. inhibition of corepressor binding, % at 4.78 µM. 0.12% of 320,000 active. AID 2300, 2010;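 active = percent inhibition above the cutoff of mean plus 3 SD of all tested compounds, set per screening campaign, cut at about 20% in these data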;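 also: 0% = DMSO wells and 100% = biotin wells as full block of FRET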
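System: GST-tagged NR2E3 plus biotinylated RetCOR corepressor; Buffer or medium: pH 7.5 Tris-based buffer; Probe or stimulus: RetCOR corepressor, biotinylated, 7 nM; Doses: compound at 4.8 µM, single dose; Schedule: 5 h incubation at 4 °C; Technique: time-resolved FRET; Evaluation: percent inhibition of TR-FRET ratio; Replication: one well per compound, singlicate testing.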
HIF-2a block = HIF-2a reporter inhibitors, primary screen, luminescence, 786-0 RCC cells; 786-0 RCC cells HIF-2a reporter, luciferase luminescence, overnight; inhibition, % at 18.8 µM; 0.72% of 360,000 active; AID 624352, 2012;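 active = inhibition of the luminescence signal of 40% or more relative to plate controls, in a single-dose primary screen at 18.75 µM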
* marks the source's active call; other numbers are inactive results; ? = inconclusive; . = no result given. Not all compounds are listed, so the mix of outcomes need not match the whole.

SMILES	KKLEB tox	Peg3 promoter	hiPSC survival	EBV LMP1 NFkB	TRAIL sens C8	NR2E3 ag-1	Shn3 3UTR inh	CF NFkB block	MITF TRPM1 inh	NR2E3 ag-2	HIF-2a block
O=S(=O)(Nc1cccc(S(=O)(=O)N2CCCC2)c1)c1cccc(Br)c1	15	0	-3.1	-2	9	-26	-9	0	7	5	8
CC(C)C(C)(C#N)NC(=O)CSc1ncnc2sc(-c3ccccc3)cc12 (configuration not stated)	11	-12	0.0	-4	-17	-17	12	-22	-17	5	-41
CCOc1ccc(NC(=O)N(CCN2CCOCC2)Cc2ccc3c(c2)CCCN3CC)cc1	-9	2	-0.9	3	-9	-3	8	8	3	0	-1
Cc1ccc(NC2=NC(c3ccccc3)n3c(nc(C)cc3=O)N2)cc1 (configuration not stated)	-6	3	-3.3	5	1	-4	15	5	-15	1	14
O=C(NCCN1CCOCC1)c1cccc2c1C(=O)c1ccc(N3CCCC3)cc1S2(=O)=O	2	-14	1.4	0	-4	6	-3	6	-1	.	-10
CN(CC(=O)NCCN1CCOCC1)S(=O)(=O)c1ccc(Cl)cc1	21	10	6.5	1	-15	9	10	-8	-10	.	9
COc1cc(C(=S)N2CCOCC2)ccc1OS(=O)(=O)c1ccc(Cl)cc1	2	1	-0.3	-202	10	-13	11	-19	-7	1	-5
OC(CCN1CCCCC1)(c1ccccc1)c1ccccc1	16	-11	0.0	12	-1	-3	-1	15	2	2	-1
O=C(O)[C@H](Cc1ccccc1)N1C(=O)c2ccncc2C1=O	-2	6	-2.5	2	-4	-29	0	6	6	-2	-13
Cc1csc(NC(=O)c2ccccc2C(=O)O)n1	-13	13	2.7	-1	-13	12	10	4	6	3	6
CCN(C(=O)CSc1nnnn1C)C1CCCCC1	3	6	-0.3	0	-12	15	-2	20	5	.	9
O=C1C(O)=CC(=C(c2ccccc2)c2ccccc2)c2ccccc21	-9	1	6.8	8	-4	-7	17	32	61*	.	25
COc1ccccc1Nc1nc(N)nc(CSc2nc(C)cc(C)n2)n1	-5	-4	-1.3	-18	0	-9	0	13	0	1	20
CCOC(=O)CSc1ccc(S(=O)(=O)N(CC)CC)cc1[N+](=O)[O-]	13	9	0.2	-7	-3	-27	1	-13	7	2	11
O=C(NCc1cccc(C(F)(F)F)c1)C1CC(c2c(Cl)cccc2Cl)=NO1 (configuration not stated)	-21	15	1.9	-16	19	2	2	32	5	-1	-10
COc1ccc(NC(=S)N2CCC(Cc3ccccc3)CC2)cc1OC	-4	6	-0.1	5	-7	36	28	3	10	2	-16
Cc1cc(F)ccc1S(=O)(=O)Nc1ccc(C(=O)N(C)Cc2ccco2)cc1	2	9	0.0	8	-7	-3	1	9	-13	0	8
COCCn1c(SCC(=O)c2ccc(F)cc2)nnc1C(C)C	0	-10	0.3	-7	5	-9	-11	0	0	-1	-33
O=C(Cn1c(=O)c(=O)n(Cc2ccccc2)c2ccc(Cl)cc21)Nc1cccc(F)c1	0	21	0.3	0	-3	-38	29	-3	16	3	11
COc1ccnc(Oc2cc(Cl)cc(Cl)c2)c1C#N	2	17	0.6	3	9	-10	-7	-5	1	0	15

The list goes on (4 carried over from the part before).
SMILES	KKLEB tox	Peg3 promoter	hiPSC survival	EBV LMP1 NFkB	TRAIL sens C8	NR2E3 ag-1	Shn3 3UTR inh	CF NFkB block	MITF TRPM1 inh	NR2E3 ag-2	HIF-2a block
Cc1cc(F)ccc1S(=O)(=O)Nc1ccc(C(=O)N(C)Cc2ccco2)cc1	2	9	0.0	8	-7	-3	1	9	-13	0	8
COCCn1c(SCC(=O)c2ccc(F)cc2)nnc1C(C)C	0	-10	0.3	-7	5	-9	-11	0	0	-1	-33
O=C(Cn1c(=O)c(=O)n(Cc2ccccc2)c2ccc(Cl)cc21)Nc1cccc(F)c1	0	21	0.3	0	-3	-38	29	-3	16	3	11
COc1ccnc(Oc2cc(Cl)cc(Cl)c2)c1C#N	2	17	0.6	3	9	-10	-7	-5	1	0	15
NS(=O)(=O)c1cc(C(=O)O)c(NCc2ccco2)cc1Cl	17	12	0.5	-4	8	0	15	-5	-6	-1	-13
Nc1[nH]n(-c2ccccc2)c(=O)c1N=Nc1ccc2c(c1)OCCO2	-9	-178	-0.7	-68	55*	-137	-33	-28	-57	-2	-140
O=C(Nc1cnccc1C(F)(F)F)NC1CCCCC1	-8	13	-0.4	1	4	14	-4	15	-1	-4	17
CCOc1ccc(NC(=O)C2CC(C)=C(C)CC2C(=O)O)cc1 (configuration not stated)	1	-2	4.6	3	-8	-9	10	-2	3	-2	-12
S=C(Nc1cccc(Cl)c1)NC1CCCCC1	0	-5	-1.1	5	-3	-18	-2	-3	-9	1	-13
Clc1ccc(Cc2ccccn2)cc1	-4	-9	-0.4	3	3	-13	-12	13	-5	.	5
Cc1cc(C)c(C)c(S(=O)(=O)N2CCN(c3ccccn3)CC2)c1C	-2	21	0.2	-6	-27	3	4	-8	2	0	13
CCOC(=O)c1cnc2c(c(C)nn2CC)c1Cl	0	21	0.9	-3	7	-6	-7	2	17	-5	1
Cc1c(C(C)C)c(=O)n(-c2ccc(S(=O)(=O)NC3CC3)cc2)n1C	2	2	-0.8	-1	1	-5	26	1	2	2	9
COC(=O)c1c(C(=O)OC)c(-c2cccc(C)c2)n2c1CS(=O)(=O)C2	-3	8	5.9	-4	7	9	2	4	-8	-1	11
O=C(COC(=O)c1cccc(F)c1)Nc1ccc(Cl)cn1	-45	3	-0.5	3	5	5	-14	-15	7	.	9
Cc1cc(CSc2nc(C)cc(=O)[nH]2)c2ncccc2c1	2	11	1.6	-38	-8	86*	-2	-1	1	-3	14
Cc1ccc2c(c1)N(C(=O)CCC(=O)N1CCN(c3ccccn3)CC1)CCO2	-5	13	-0.3	-2	3	-19	7	-4	4	4	6
Cc1c(C)c2c(c(C)c1O)CC[C@@](C)(CCC[C@H](C)CCC[C@H](C)CCCC(C)C)O2	-10	-23	-1.4	3	5	-22	-1	-29	-2	0	-3
N#CCCN(C(=O)Nc1ccccc1)c1ccccc1	12	6	-3.2	-8	-23	-14	-7	-7	-7	-1	-4
O=C(CCc1ccc(S(=O)(=O)N2CCOCC2)cc1)Nc1nc(COc2ccccc2)cs1	0	13	-2.7	36	29	20	76	1	19	6	-2
Cc1ccc(C)c(OCC(=O)OCc2csc(CC(=O)Nc3ccccc3C)n2)c1	-6	0	-0.5	-4	6	-24	3	-10	.	.	2
Cc1cc(-c2ccccc2)nc(N/N=C/c2ccccc2F)n1	-2	-240	-0.9	-12	24	-39	-47	-45	-67	5	-291
CCC(C)c1ccc(S(=O)(=O)N2CCN3CCCC3C2)cc1 (configuration not stated)	-4	18	-0.2	6	-13	-13	-10	8	-7	2	3
Cc1ccc2c(c1)N(CC(=O)Nc1nccs1)C(=O)CO2	-1	1	-0.3	13	-12	-25	-13	-10	8	.	18

The final 3 compounds of the part above come first, to join the parts:
SMILES	KKLEB tox	Peg3 promoter	hiPSC survival	EBV LMP1 NFkB	TRAIL sens C8	NR2E3 ag-1	Shn3 3UTR inh	CF NFkB block	MITF TRPM1 inh	NR2E3 ag-2	HIF-2a block
Cc1cc(-c2ccccc2)nc(N/N=C/c2ccccc2F)n1	-2	-240	-0.9	-12	24	-39	-47	-45	-67	5	-291
CCC(C)c1ccc(S(=O)(=O)N2CCN3CCCC3C2)cc1 (configuration not stated)	-4	18	-0.2	6	-13	-13	-10	8	-7	2	3
Cc1ccc2c(c1)N(CC(=O)Nc1nccs1)C(=O)CO2	-1	1	-0.3	13	-12	-25	-13	-10	8	.	18
Cc1cc(C)cc(OCC(=O)NN2Cc3ccccc3C2=N)c1	-6	5	4.3	-3	1	-9	-5	-11	-1	1	12
CC1CCC(NC(=O)CC2Oc3ccccc3NC2=O)CC1 (configuration not stated)	9	-16	-0.8	?	2	14	-5	-10	-4	3	-12
CSc1nc(C)c(CCO)c(=O)[nH]1	7	-4	-1.2	-7	2	-17	-1	-11	-3	2	10
CCCSc1nc(NCc2ccco2)c2c3c(sc2n1)COC(C)(C)C3	0	-65	0.4	-4	20	-24	-1	-2	-16	0	-141
Cc1cc(C2=NNC(=Nc3ccc(S(=O)(=O)N4CCOCC4)cc3)SC2)c(C)n1CC1CCCO1 (configuration not stated)	8	4	-0.1	0	-8	-36	8	-4	16	2	5
O=C(C1CCCCC1)N1C[C@@H](n2cc(C3CC3)nn2)[C@H](O)C[C@@H]1c1ccc(Cl)cc1	-17	-7	7.6	10	10	-24	-6	6	.	.	-12
